ELG1 genotox: genotoxicity induction in ELG1-luciferase HEK293T cells | HEK293T ELG1-luciferase reporter, luminescence, 16 h | Potency, µM (series often up to 46 µM), inactives show top-dose activity change, positive = activation, most hits filed as activators | AID 504466 | 330,000 tested, 1.3% active; also: potency is read from the fitted curve at half-maximal effect; % of control where 0% means no effect; nearly all actives have a fitted effect of over 60% in size
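Luminescence read-out: rising ELG1-luciferase signal, reflecting elevated ELG1 protein under genetic stress, flags genotoxic compounds. Cells were treated for 16 hr at 37 °C before ONE-Glo detection.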
TSG101-PTAP inh: blocks PTAP/TSG101 interaction to inhibit HIV-1 budding; Q99816; Fluorescence polarization, FITC-PTAP peptide / Tsg101 binding; Potency, µM (doses to about 115 µM), for inactives: top-dose activity change, negative = inhibition, usual class: inhibitors; 340,000 tested, under 10 active; AID 493005; active = well fitted inhibition curve with a large enough effect in the main read-out, with a control signal flat, not every such curve was filed as active; inconclusive = small, poorly fitted or top-dose-only effect, or effect the other way, or a change in a side signal; inactive = no such curve, though single readings can be large or run the other way; also: potency is read from the fitted curve at half-maximal effect; % of control where 0% means no effect
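Tsg101 binding domain (10 uM final) was mixed with compound and a FITC-labeled PTAP peptide (50 nM final) in HEPES pH 7.5 buffer with NaCl, Tween 20, EDTA and TCEP; fluorescence polarization was read after 20 min at r.t.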
B2AR arrestin: beta2AR (human) beta-arrestin recruitment activity; Potency, µM (highest dose often 46.1 µM), without a hit: at the top dose activation, usual class: activators; 330,000 tested, 0.02% active; P07550; AID 492947; beta-arrestin recruitment to beta2AR, cell-based reporter;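 also: potency is read from the fitted curve at half-maximal effect; 0% = DMSO controls and full agonism = EC100 isoproterenol or metaproterenol; nearly all actives have a fitted effect of over 65% in size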
Target sequence (P07550 whole entry, looked up): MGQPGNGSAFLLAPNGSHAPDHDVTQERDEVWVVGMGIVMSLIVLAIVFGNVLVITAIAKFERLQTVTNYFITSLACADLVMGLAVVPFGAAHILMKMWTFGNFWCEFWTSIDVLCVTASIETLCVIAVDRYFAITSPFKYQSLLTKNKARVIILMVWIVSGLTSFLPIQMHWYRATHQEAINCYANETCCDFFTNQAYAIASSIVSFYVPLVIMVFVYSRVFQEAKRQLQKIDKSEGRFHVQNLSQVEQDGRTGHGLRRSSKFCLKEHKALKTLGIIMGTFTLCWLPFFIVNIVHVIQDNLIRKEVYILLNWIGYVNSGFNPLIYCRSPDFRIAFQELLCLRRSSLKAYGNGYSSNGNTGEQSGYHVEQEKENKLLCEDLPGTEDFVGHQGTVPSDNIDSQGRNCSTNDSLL
a7 integrin act: integrin-mediated muscular dystrophy alleviation activation | alpha7betagal myoblasts, beta-gal FDG fluorescence, 48 h | Potency, µM (series often up to 38.3 µM), inactives show at the top dose activation, hits mostly activators | 350,000 tested, 0.064% active;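 also: potency is read from the fitted curve at half-maximal effect; 100% = response of the positive control SU9516; nearly all actives have a fitted effect of over 60% in size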
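Alpha7betagal+/- myoblasts (passage 13) were plated 16-24 hr, then exposed to compounds (1:260 dilution of DMSO stock) for 48 hours at 37C. After MPER lysis, β-galactosidase reporter activity was read as FDG fluorescence (ex 480/em 540) after 30 minutes.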
S-ASM inh: blocks human secretory acid sphingomyelinase; P17405; placental ASM, HMU-PC fluorogenic substrate, 60 min; Potency, µM (highest dose often 57.5 µM), inactives show at the top dose activity change, negative = inhibition, actives largely listed as inhibitors; 340,000 tested, 0.006% active; AID 504937; also: potency is read from the fitted curve at half-maximal effect
Target sequence (P17405 47-631 limits assumed): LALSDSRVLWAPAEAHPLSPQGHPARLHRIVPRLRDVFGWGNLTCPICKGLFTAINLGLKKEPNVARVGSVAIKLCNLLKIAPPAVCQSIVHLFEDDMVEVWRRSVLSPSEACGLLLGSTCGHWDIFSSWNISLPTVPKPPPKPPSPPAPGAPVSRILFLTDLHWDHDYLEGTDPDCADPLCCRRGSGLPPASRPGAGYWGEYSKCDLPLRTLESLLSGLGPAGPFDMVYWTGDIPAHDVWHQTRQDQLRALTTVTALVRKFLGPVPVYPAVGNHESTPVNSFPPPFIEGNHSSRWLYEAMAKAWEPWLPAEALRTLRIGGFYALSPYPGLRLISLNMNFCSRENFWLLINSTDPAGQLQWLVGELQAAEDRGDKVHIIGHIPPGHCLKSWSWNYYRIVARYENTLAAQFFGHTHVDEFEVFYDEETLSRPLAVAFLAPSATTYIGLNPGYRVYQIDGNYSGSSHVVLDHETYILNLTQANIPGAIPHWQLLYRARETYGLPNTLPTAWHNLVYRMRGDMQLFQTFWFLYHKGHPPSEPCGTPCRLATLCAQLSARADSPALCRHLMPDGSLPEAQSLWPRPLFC
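HMU-PC0 cleavage (9 uM final) by human placental ASM, 60 min at 37 °C following 10 min compound exposure at RT; stopped at pH 10, fluorescence Ex 386/Em 447 nm.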
TRPV1 agonist: agonists of human vanilloid receptor 1 (TRPV1); AID 540275; Q8NER1; 320,000 tested, 0.19% active; TRPV1-expressing cells, Fluo-8 calcium influx, agonist mode; activation, % at 8.33 µM; in the data active = activation above about 80%; inconclusive = between about 30% and that limit; also: 0% is about no effect
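Cells expressing TRPV1 were dye-loaded with Fluo-8 and read kinetically: 10 s baseline, 3 min after compound (agonist portion), then 2 min after EC20 capsaicin (allosteric enhancer portion). Calcium-bound dye fluorescence at 480/520 nm.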
Eya2 inh: inhibitors of human Eya2 phosphatase activity; O00167; recombinant Eya2, OMFP fluorescence dephosphorylation (OMFP is methylfluorescein phosphate); Potency, µM (doses to about 76.9 µM), for inactives: top-dose activity, negative = inhibition, actives largely listed as inhibitors; 330,000 tested, 0.006% active; AID 488837; also: potency is read from the fitted curve at half-maximal effect; % is scaled to controls: 0 for no effect and ±100 for the full control effect
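Eya2 (0.2 uM) preincubated 10 min at ambient with compound, then OMFP substrate added at 50 uM; 10 min reaction in 50 mM HEPES pH 7.5, 50 mM NaCl, 5 uM MgCl2, 0.05% BSA, 1 mM DTT. Fluorescence read at Ex 485/Em 525 nm.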
p53 reactivation: restores transcriptional activity of mutant p53. H1299 p53-A138V BP100-luciferase reporter, luminescence, 24 h. Potency, µM (series often up to 92.2 µM), without a hit: at the highest dose activity change, positive = activation, most hits filed as activators. 320,000 tested, 0.063% active. AID 504706; also: potency is read from the fitted curve at half-maximal effect; % of control where 0% means no effect; nearly all actives have a fitted effect of over 45% in size
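p53-null H1299 cells stably carrying temperature-sensitive p53-A138V and a BP100-luciferase reporter were pinned with compounds (4-point, 1:5 series) and held 24 hrs at 37 deg C. Luminescence was read 10 min after detection reagent.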
USP2a block: inhibitors of human ubiquitin-specific protease USP2a; O75604; USP2 core, Ub-CHOP2 coupled fluorogenic reporter, 485/531; Potency, µM (series often up to 38.3 µM), for inactives: at the top dose activity change, negative = inhibition, hits mostly inhibitors; 330,000 tested, 0.01% active;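 also: potency is read from the fitted curve at half-maximal effect; plate controls were DMSO wells for no effect and full inhibition by NEM control for full effect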
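Cell-free coupled assay: 10nM USP2 core preincubated 30min RT with compound in Tris-HCl pH 8.0/CaCl2/CHAPS buffer, then 25nM Ub-CHOP2 and 25nM reporter substrate; fluorescence (Ex 485/Em 531) read after 60min RT, normalized to NEM inhibition, concentration-response curves fitted.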
uPA generation: blocks generation of uPA at the cell surface; cell surface uPA generation assay, qHTS; Potency, µM (titrated, usually from 38.3 µM), without a hit: at the top dose activity change, negative = inhibition, hits mostly inhibitors; 330,000 tested, 0.31% active; AID 540303; active = well fitted inhibition curve with a large enough effect; inconclusive = small, poorly fitted or top-dose-only effect; inactive = no such curve, though single readings can be large or run the other way; tested in mouse RAW 264.7 cells; also: potency is read from the fitted curve at half-maximal effect; % is scaled to controls: 0 for no effect and ±100 for the full control effect; nearly all actives have a fitted effect of over 55% in size
BRCA1 expr act: activators of BRCA1 expression. MCF7-BRCA1-FFLuc reporter, luminescence, 48 h; response scale: scaled: vehicle 0%, 10 µM genistein 100%. Potency, µM (doses to about 46.1 µM), for the others: at the top dose activation, usual class: activators. 380,000 tested, 1.1% active. AID 624202; also: potency is read from the fitted curve at half-maximal effect; nearly all actives have a fitted effect of over 80% in size; some results filed as inactive show a strong effect at the top dose
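Reporter cells (MCF7, BRCA1 promoter-firefly luciferase) received library compounds across a concentration series for 48 h. End-point luminescence was measured and concentration-effect curves derived after normalization.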
* marks the source's active call; other numbers are inactive results; u = inconclusive; x = not tested or not shown; & = joins results of further samples; [ ] = another dose, or the depositor's remark. Unless noted, calls follow the shape of the dose curve; as a rule, active = well fitted curve in the direction sought with a large enough effect; inconclusive = small, poorly fitted or top-dose-only effect, or another doubt; inactive = no such curve, though single readings can be large; an effect the other way counts as inactive or inconclusive. The order is random. About 2.6% of those tested had a hit in this group.

SMILES | p53 reactivation | uPA generation | S-ASM inh | TSG101-PTAP inh | B2AR arrestin | TRPV1 agonist | BRCA1 expr act | Eya2 inh | USP2a block | ELG1 genotox | a7 integrin act
COC(=O)C(O)(CC(=O)Nc1ccc(OC)cc1)C(F)(F)F (configuration not stated) | -8% | 1% | 1% | -5% | -0.1% | -3 | 4% | -15% | 2% | 6% | -4%
NC(=O)C1CCC(NC(=O)OCc2ccccc2)CC1 (configuration not stated) | 16% | 3% | 0% | -8% | 0.0% | 1 | 20% | 2% | 4% | 10% | 9%
COc1ccc(NC(=O)CCS(=O)(=O)c2ccccc2Cl)cc1S(=O)(=O)Nc1ccc(Cl)cc1 | 8% | u | u | 0% | -0.8% | -2 | -52% | 5% | 2% | -7% | 0%
Cc1nc(NC(=O)CSc2nnc3ccccn23)c(Cl)cc1Cl | 14% | -1% | 2% | -4% | 0.0% | -3 | 0% | -4% | 3% | 2% | 2%
COc1ccc(N(CC(=O)NC2CCCC2)C(=O)Cn2nnc(-c3ccc(OC)c(OC)c3)n2)cc1 | -3% | 1% | -1% | -6% | 0.0% | 0 | -7% | 9% | 0% | -1% | -11%
OCC(O)C1OC(Oc2ccccc2)C(O)C(O)C1O (configuration not stated) | x | 2% | -3% | -6% | x | x | -7% | x | x | x | 2%
CC(=O)C(C)Oc1cc(C)cc2oc(=O)c(C)c(C)c12 (configuration not stated) | -8% | 3% | 3% | -9% | -1.0% | 1 | -55% | -8% | -1% | 8% | u
NC(=S)n1[nH]c(-c2ccc([N+](=O)[O-])cc2)c(N=Nc2ccc(Cl)cc2)c1=O | 0% | -4% | -3% | -8% | 16µM* | 1 | -60% | -4% | 0% | -10% | -42%
COc1ccccc1NC(=O)CNC(=O)c1ccccc1 | -6% | 1% | 0% | -4% | -0.5% | -3 | 4% | -17% | -1% | 2% | 3%
CCN(CC)c1ccc2cc(C(=O)NCc3ccc(F)cc3)c(=N)oc2c1 | 0% | x | x | x | 0.1% | u | x | 44% | 15% | -11% | x
O=C(CCCOc1ccc(Cl)cc1)N1CCCCC1 | u | -1% | -4% | 0% | -0.8% | 90* | 13µM* | 4% | 1% | 21µM* | 22%
CN(C)CC(=O)Nc1ccc(Oc2ccc(Cl)cc2)cc1 | -2% | 2% | 1% | -14% | 0.0% | 3 | 15% | -8% | 0% | -6% | -55%[inhibitor]
COC(=O)c1sc(NC(=S)NC(=O)c2ccccc2)nc1C | u | 10% | -1% | -2% | -0.7% | -4 | -55% | 8% | -1% | u | 14%
CN(C(=O)c1ccco1)c1ccccc1C(=O)O | x | 14% | -5% | -5% | -0.6% | -4 | 0% | 9% | 1% | 2% | 18%
CCN(CC)CCNC(=O)CCCCCn1c(=O)[nH]c2cc(C(=O)OC)ccc2c1=O | 6% | 2% | 391%[activator] | -15% | -0.4% | -1 | -21% | -13% | 4% | -2% | 40%[7.66 µM]
COc1ccc(OC(C)C(=O)N2CCOCC2)cc1 (configuration not stated) | -3% | 3% | 2% | -2% | 0.0% | 1 | 11% | 16% | -1% | 0% | 9%
c1ccc2c3c(c(CN4CCCC4)cc2c1)COC3 | -3% | -1% | -3% | -8% | -0.4% | 2 | -4% | 4% | -1% | 0% | u
COc1cccc2cc(C(=O)N3CCCCC3C)c(=O)oc12 (configuration not stated) | 12% | 3% | 1% | -4% | -0.2% | -3 | -19% | -1% | -1% | 3% | 0%
Cc1cccc([C@@H]2[C@@H]3C(=O)N(Cc4ccccc4)C(=O)[C@@H]3[C@]3(Cc4ccc(Cl)cc4)C(=O)N(c4cccc(Br)c4)C(=O)N23)c1 | x | -8% | 1% | -4% | 1.0% | 0 | -8% | 10% | -1% | -1% | 9%
COc1ccc(OC)c(C2CC(=O)N3CN(c4ccccc4)CSC3=C2C#N)c1 (configuration not stated) | 7% | -12% | 4% | 0% | 0.6% | -2 | -3% | -19% | -1% | 2% | -5%

SMILES | p53 reactivation | uPA generation | S-ASM inh | TSG101-PTAP inh | B2AR arrestin | TRPV1 agonist | BRCA1 expr act | Eya2 inh | USP2a block | ELG1 genotox | a7 integrin act
COC(=O)c1ccc(/C=N/NC(=O)CC(=O)NCc2cccnc2)cc1 | 4% | -8% | 3% | 0% | -0.2% | 1 | 0% | -8% | 2% | 3% | u
O=C(c1cccnc1)N1N=C2CCCCCC2C1(O)C(F)(F)F (configuration not stated) | -1% | 0% | -2% | 0% | 0.1% | -3 | 0% | 5% | 2% | 0% | 8%
CC1CN(CCCCN2C(=O)c3ccccc3C2=O)CC(C)O1 (configuration not stated) | 7% | 1% | -3% | 2% | -0.2% | -6 | 0% | -9% | 0% | -2% | -6%
COc1ccc(C(C[N+](=O)[O-])c2c(C)cc3ccccn23)cc1 (configuration not stated) | -3% | -14% | 11% | -3% | 0.1% | 3 | -16% | -1% | 0% | 3% | -42%
Oc1ccc2ccc3[nH]cnc3c2c1 | 14% | 5% | -2% | -25% | -1.3% | -3 | 39% | 6% | 1% | x | 32%
CC(C)[C@H](NC(=O)NCc1ccco1)C(=O)O | 1% | 2% | -2% | -4% | 0.3% | 1 | -4% | 7%[15.4 µM] | 2% | 0% | 8%
Cn1c(N)c(C(=O)CSc2nnc(-c3cccs3)n2C2CC2)c(=O)[nH]c1=O | -7% | 1% | 3% | -2% | -0.2% | -2 | -2% | 9% | -6% | 0% | 5%
CC(=O)OCC1=C(C(=O)O)N2C(=O)[C@@H](NC(=O)Cc3cccs3)[C@H]2SC1 | 0% | -1% | 13% | -4% | -0.4% | 3 | 4% | 2%&-4% | 3% | 2% | 5%
Cc1cc(NC(=O)COC(=O)[C@H](Cc2c[nH]c3ccccc23)NC(=O)c2ccc(F)cc2)no1 | 7% | 2% | -4% | 0% | 0.5% | -1 | 14% | -2% | -2% | -2% | -9%
CCOc1ccc(NC2OCC(O)C(O)C2O)c([N+](=O)[O-])c1 (configuration not stated) | -4% | -13% | -1% | -3% | 0.2% | 1 | -5% | -8% | -1% | 0% | 3%
Cc1cnc(C(=O)OCC(=O)c2ccc(-c3ccccc3)cc2)cn1 | 5% | -1% | -4% | -6% | 0.0% | 12 | 16% | 7% | 3% | 3% | 3%
O=C1CC(c2ccccc2)SC(N(c2ccccc2)c2ccccc2)=N1 (configuration not stated) | -12% | 3% | -6% | -4% | -0.6% | 3 | -24% | -11% | 0% | 8% | 15%
O=C1/C(=C/c2cccs2)SC(=S)N1NS(=O)(=O)c1ccccc1 | 4% | -4% | -12% | -3% | -0.6% | 3 | 1% | -4% | 11% | -4% | 17%
CC(C)C(=O)Nc1cccc(C(=O)Nc2ccc3c(c2)OCO3)c1 | 20% | -4% | -2% | -9% | 0.4% | 1 | 11% | 9% | -2% | 6.5µM* | -10%
CCN(CC)S(=O)(=O)c1ccc(N2CCOCC2)c(NC(=S)NC(=O)c2ccco2)c1 | 0% | -2% | -5% | 4% | 0.5% | 17 | -12% | 5% | -1% | -9% | -29%
COc1ccc(NC(=S)Nc2ccc3nc(C)c(C)nc3c2)cc1 | 2% | 5% | 6% | -7% | -0.8% | -3 | -1% | -5% | -2% | 1% | -3%
Cc1ccc(S(=O)(=O)N2CCC(C(=O)N3CCC(C(=O)NCC4CCCO4)CC3)CC2)cc1 (configuration not stated) | -7% | -1% | -1% | -4% | -0.3% | 2 | -2% | -6% | -1% | -1% | -15%
NS(=O)(=O)c1ccc(F)c(C(=O)O)c1 | -2% | -4% | 6% | 1% | 0.3% | -5 | 9% | 4% | 3% | -3% | -45%
COc1ccc([N+](=O)[O-])cc1NC(=O)C(C)Sc1ccc(C)cc1 (configuration not stated) | -4% | 3% | -5% | 0% | -0.2% | -5 | -7% | -1% | -9% | -2% | -37%
O=C(COC(=O)c1ccc(-c2ccccc2)cc1)Nc1ccccc1-c1ccccc1 | 2% | 0% | 2% | 0% | -0.6% | 5 | -12% | 0% | 3% | 0% | -22%
Cc1ccc(S(=O)(=O)N2CCN(C(=O)Cn3nc(C)c([N+](=O)[O-])c3C)CC2)c(C)c1 | -6% | -3% | -4% | -5% | -0.1% | -1 | -1% | 7% | -2% | -5% | 1%
